Source: PubChem BioAssay (several laboratories)
SKKanGAS inh: SKKanGAS growth inhibition; 300,000 compounds, 1.3% hits; S. pyogenes SKKanGAS, kanamycin growth, BacTiter-Glo, 6 h; inhibition, % at 7.5 µM;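 active = mean replicate score, as percent of positive control median, at least 50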;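 also: strain carries kanamycin resistance gene driven by streptokinase promoter and grows in 40 µg/ml kanamycin; loss of luminescence reflects streptokinase promoter inhibition or plain growth inhibition; 0% = median of DMSO wells and 100% = positive control at its reference dose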
MrgX1 PAM: allosterically activates human MrgX1 receptor signaling | AID 588675 | 310,000 compounds, 0.63% hits | B-score at 10 µM | MrgX1-HEK293, Fluo-4 calcium flux, FDSS; hits give high values | Q96LB2;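 active = plate-corrected calcium response at least 3 library SD above typical, normal starting fluorescence, not activating the receptor alone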;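 also: compound read alongside a low EC10 to EC30 dose of BAM8-22 agonist; peak minus trough fluorescence over baseline measured at the second addition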
Target sequence (Q96LB2 whole entry, looked up): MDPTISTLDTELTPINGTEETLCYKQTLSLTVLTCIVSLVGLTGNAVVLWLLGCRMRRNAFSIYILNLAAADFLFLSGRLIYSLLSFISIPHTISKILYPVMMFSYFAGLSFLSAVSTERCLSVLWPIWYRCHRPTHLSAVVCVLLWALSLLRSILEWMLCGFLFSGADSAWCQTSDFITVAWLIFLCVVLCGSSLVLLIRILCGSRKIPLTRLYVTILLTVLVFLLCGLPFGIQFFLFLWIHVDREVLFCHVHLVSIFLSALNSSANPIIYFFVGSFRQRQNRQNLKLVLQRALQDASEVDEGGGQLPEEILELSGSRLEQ
TRPC4 block: inhibitors of mouse TRPC4 channel; Q9QUQ5; AID 2247; HEK293 TRPC4beta/mu-opioid, DAMGO-evoked Fluo4 calcium flux; hits give low values; B-score at 10 µM; 300,000 compounds, 0.39% hits;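 active = B-score over 3 SD under the library average, no early fluorescence shift, positive overall ratio signal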
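Signal: kinetic Fluo4 fluorescence imaging of calcium influx. Material: stable TRPC4beta/mu-opioid receptor HEK293 cells. Probe or stimulus: DAMGO in two steps, submaximal then maximal.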
MrgX1 ag: human MrgX1 receptor agonism, primary screen. B-score at 10 µM. 310,000 compounds, 0.44% hits. MrgX1-HEK293 cells, Fluo-4 calcium fluorescence, agonist mode; hits give high values;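 active = calcium response B-score plate-corrected fluorescence ratio at least 3 library SD, with starting fluorescence B-score inside 5 SD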
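Material: MrgX1-expressing HEK293 cells / Dosing: compound as first of three additions / Incubation: overnight seeding, then 1 h dark dye loading / Signal: Fluo-4 NW calcium fluorescence / Evaluation: B-scored fluorescence response ratio / Benchmarks: positive and negative control wells on each plate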
TRPC4 potent: allosterically enhances the mouse TRPC4 cation channel; Q9QUQ5; HEK293 TRPC4beta/mu-opioid, DAMGO EC20, Fluo-4 Ca2+ flux; hits give high values; B-score at 10 µM; 310,000 compounds, 0.42% hits; AID 2227;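 active = B-score of calcium response area above 5 SD of library B-scores, with initial fluorescence ratio within 5 SD of library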;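 also: B-score of integrated fluorescence ratio over time as area under calcium response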
ANO1 activ: activators or potentiators of mouse TMEM16A chloride channel. HEK293 TMEM16A/YFP-H148Q/I152L, iodide quench fluorescence; hits give low values. 340,000 compounds, 0.3% hits. B-score at 10 µM;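 active = fluorescence-ratio B-score plate-corrected deviation score at least 3 library SD below zero, with starting fluorescence score within 5 deviations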;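 also: channel opened by trigger with iodide after compound preincubation; score built on the fluorescence ratio of max minus min over baseline; more negative score means more quench and so TMEM16A activation or potentiation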
MrgX1 antagonist: human MrgX1 receptor antagonism, primary screen. MRGX1-HEK293 calcium flux, Fluo-4, BAM8-22 antagonism; hits give low values. B-score at 10 µM. Q96LB2. 310,000 compounds, 1.3% hits;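 active = calcium-response B-score plate-corrected more than 3 library SD below zero, starting fluorescence within 5 deviations, no agonist response on first addition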;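 also: peak minus trough fluorescence over baseline after final BAM8-22 challenge near maximal dose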
ANO1 block: blocks the mouse calcium-activated chloride channel TMEM16A. normalized B-score (activity score, 25-100; higher = stronger inhibition) at 10 µM. HEK293 TMEM16A/YFP iodide influx fluorescence, ionomycin. Q8BHY3. AID 588511. 310,000 compounds, 1.2% hits;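 active = ratio plate-corrected score three or more library SD toward inhibition, starting fluorescence score within five deviations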;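 also: score derived from kinetic fluorescence span divided by baseline fluorescence per well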
TRPC4 agonist: activators of mouse TRPC4 channel; AID 2237; B-score at 10 µM; 310,000 compounds, 0.49% hits; HEK293 TRPC4beta/mu-opioid, Fluo4 calcium fluorescence; hits give high values; Q9QUQ5;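 active = B-score above 5 SD of library B-scores, and initial fluorescence ratio not above library mean plus 5 SD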;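 also: positive B-score marks a calcium rise read as TRPC4 activation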
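System: HEK293 cells stably co-expressing mouse TRPC4beta and mu-opioid receptor; Schedule: Fluo4 dye loading 45 min at room temperature, 110 s recording; Detection: Fluo4 fluorescence, kinetic; Evaluation: B-scored integrated calcium fluorescence ratio; Controls: buffer (low) and maximal DAMGO (high).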
TRPC6 activator: activators of mouse TRPC6 channel; Q61143; B-score at 10 µM; HEK293-TRPC6 membrane potential dye fluorescence; hits give high values; AID 2550; 310,000 compounds, 0.13% hits;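 active = B-score of the integrated fluorescence ratio above library mean plus 3 SD, and starting fluorescence ratio within library mean plus 5 SD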;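 also: higher score means more depolarization so channel activation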
TRPC6 inhibitor: inhibitors of mouse TRPC6 channel; 310,000 compounds, 1.1% hits; HEK293-TRPC6, membrane potential dye, ACh-evoked depolarization; hits give low values; B-score at 10 µM;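 active = B-score under library mean minus 3 SD, initial fluorescence not abnormally high, positive integrated signal ratio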;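 also: B-score derived from integrated fluorescence ratio over the kinetic read; more negative B-score means stronger inhibition of depolarization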
* hit, by the source's call; i = inactive; nt = no result given.

item | Structure | SKKanGAS inh | MrgX1 PAM | TRPC4 block | MrgX1 ag | TRPC4 potent | ANO1 activ | MrgX1 antagonist | ANO1 block | TRPC4 agonist | TRPC6 activator | TRPC6 inhibitor
1 | CCOC(=O)C1C(=O)C(C(C)=O)C(=O)CC1CC(C)SCC (centres undefined) | 2 | i | i | i | i | i | i | i | i | i | i
2 | O=C(Nc1ccc(F)cc1F)C1CCN(S(=O)(=O)c2cccnc2)CC1 | 5 | i | i | i | i | i | i | i | i | i | i
3 | COC(=O)C(NC(C)=O)(Nc1ccc(Br)cc1)C(=O)OC | 3 | i | i | i | i | i | i | i | i | i | i
4 | CC1CCC(C(C)C)C(=O)/C1=C\c1ccc(NC(=O)CCC(=O)O)cc1 (centres undefined) | 9 | i | i | i | i | i | i | i | i | i | i
5 | Cn1c(SCC(=O)NC2CC2)nnc1-c1cccc(NC(=O)c2ccccc2F)c1 | 0 | i | i | i | i | i | i | i | i | i | i
6 | Cc1ccccc1CN(C)CC(=O)Nc1c(C)cccc1C(C)C | 1 | i | i | i | i | i | i | i | i | i | i
7 | CC(C)CC(NC(=O)CC12CC3CC(CC(C3)C1)C2)C(=O)NC1=NCCS1 (centres undefined) | -2 | i | i | i | i | i | i | i | i | i | i
8 | COc1ccc(C(=O)NCC(=O)N/N=C(C)\C=C\c2ccccc2)cc1OC | -20 | i | i | i | i | i | i | i | i | i | i
9 | Cc1ccc(C(=O)NCCCNC(=O)Cc2ccc(Cl)cc2)cn1 | 24 | i | i | i | i | i | i | i | i | i | i
10 | Cc1[nH]c2ccccc2c1NC(=O)CN1CCN(c2cccc(C(F)(F)F)c2)CC1 | nt | i | nt | i | nt | i | i | i | nt | nt | nt
11 | CC[n+]1c(P(=O)([O-])c2ccccc2)[nH]c2ccccc21 | -3 | i | i | i | i | i | i | i | i | i | i
12 | CSCC[C@@H](C(=O)NCc1cccs1)N1Cc2ccccc2C1=O | -1 | i | i | i | i | i | i | i | i | i | i
13 | O=C(c1ccccc1)N1CCC(O)(c2cccnc2)CC1 | 2 | i | i | i | i | i | i | i | i | i | i
14 | CC(C)NC(=O)CSc1c2c(nc3ccccc13)CCCC2 | 6 | i | i | i | i | i | i | i | i | i | i
15 | CCOC(=O)C(NC(=O)c1ccc(Cl)cc1Cl)(Nc1ccc(C)cc1)C(F)(F)F (centres undefined) | 1 | i | i | i | i | i | i | i | i | i | i
16 | CCNC(=S)NNc1nc(N2CCCCC2)nc(N2CCOCC2)n1 | 3 | i | i | i | i | i | i | i | i | i | i
17 | CCCCN(CCCC)CCCNC(=O)C1CC(c2ccc(C(F)(F)F)cc2)=NO1 (centres undefined) | -1 | i | i | i | i | i | i | i | i | i | i
18 | COc1ccc(OC(=O)c2cc(S(=O)(=O)N3CCCC3)ccc2Cl)cc1 | -8 | i | i | i | i | i | i | i | i | i | i
19 | N#C/C(=C\c1ccc(N2CCCC2)c([N+](=O)[O-])c1)c1nc2ccccc2[nH]1 | 28 | i | i | i | i | i | i | i | i | i | i
20 | COc1ccc(-c2noc(CN(C)C(=O)c3ccc4c(c3)OCO4)n2)cc1OC | -1 | i | i | i | i | i | i | i | i | i | i
21 | O=C(COc1ncnc2ccccc12)NCCCN1CCCC1=O | -4 | i | i | i | i | i | i | i | i | i | i
22 | CC(C)(C)N1CC(OC(N)=O)C1 | 1 | i | i | i | i | i | i | i | i | i | i
23 | COc1ccc(S(=O)(=O)n2cnc(C)c2)cc1 | -5 | i | i | i | i | i | i | i | i | i | i
24 | O=C(CN1C(=O)/C(=C\c2ccccc2Cl)Oc2ccccc21)NCc1cccnc1 | 1 | i | i | i | i | i | i | i | i | i | i
25 | O=C(c1ccco1)N1N=C(c2ccc3nccnc3c2)CC1c1ccccc1 (centres undefined) | 12 | i | i | i | i | i | i | i | i | i | i
26 | CCOC(=O)c1c(-c2ccccc2)csc1NC(=O)CCN1C(=O)c2ccccc2C1=O | 5 | i | i | i | i | i | i | i | i | i | i
27 | Cc1nn(Cc2ccccc2Cl)c(C)c1NC(=O)C1C2CCC(O2)C1C(=O)O (centres undefined) | -9 | nt | i | nt | i | i | nt | nt | i | i | i
28 | Cc1ccc(Nc2ncc3c(n2)CC(C)(C)CC3=O)cc1 | 0 | i | i | i | 18* | i | i | i | i | i | i
29 | O=C(CCSc1ccc(Cl)cc1)c1ccco1 | 3 | i | i | i | i | i | i | i | i | i | i
30 | COc1ccc(Nc2nc(-c3cccs3)nc3ccccc23)cc1 | 6 | i | i | i | i | i | i | i | i | i | i
31 | NNC(=O)C=C1CCN(c2ncc(C(F)(F)F)cc2Cl)CC1 | 6 | i | i | i | i | i | i | i | i | i | i
32 | Cc1cc(S(=O)(=O)N2CCOCC2)ccc1OCC(=O)N1CCCCC1 | -6 | i | i | i | i | i | i | i | i | i | i
33 | S=C(CN1CCCC1=S)N1CCOCC1 | 0 | i | i | i | i | i | i | i | i | i | i
34 | Cc1ccccc1C(=O)Nc1nc(SCc2ccc(Cl)cc2)n[nH]1 | 2 | i | i | i | i | i | i | i | i | i | i
35 | NC(=O)C1(N2CCCCC2)CCN(S(=O)(=O)c2cc(Cl)ccc2Cl)CC1 | 2 | i | i | i | i | i | i | i | i | i | i
36 | Cc1cc(Cl)c(S(=O)(=O)N2CCN(c3ccccn3)CC2)cc1OCC(=O)NC1CCCCC1 | -1 | i | i | i | i | i | i | 100* | i | i | i
37 | CC1CCN(S(=O)(=O)c2ccc3c(c2)N(CC(=O)NCCN2C(C)CCCC2C)C(=O)CS3)CC1 (centres undefined) | 6 | i | i | i | i | i | i | i | i | i | i
38 | COCCc1nc2ccc(C(=O)N(C)Cc3cccc(-n4nc(C)cc4C)c3)cc2o1 | 4 | i | i | i | i | i | i | i | i | i | i
39 | COc1ccc(C(=O)NCC(=O)N2CCNC(=O)C2)cc1OC | 6 | i | i | i | i | i | i | i | i | i | i
40 | Cc1ccc(C(=O)n2ncn(C)c2=S)cc1 | 8 | nt | i | nt | i | i | nt | nt | i | i | i
41 | Cc1cc(C)n(C(=O)CNC(=O)c2ccc3c(c2)OCCO3)n1 | -1 | i | i | i | i | i | i | i | i | i | i
42 | Cc1ccc(NC(=O)Nc2cccn(Cc3c(F)cccc3Cl)c2=O)cc1 | 14 | i | i | i | i | i | i | i | i | i | i
43 | O=C(Nc1cccc([N+](=O)[O-])c1)c1[nH]ncc1Cl | 5 | i | i | i | i | i | i | i | i | i | i
44 | CC1(C)C(=O)Nc2ccccc2N1C(=O)COc1ncnc2c(Cl)cc(Cl)cc12 | -7 | i | nt | i | i | i | i | i | i | i | i
45 | CCCNC(=O)COc1cccc(C(=O)NCc2ccccc2)c1 | -4 | i | i | i | i | i | i | i | i | i | i
46 | CC(C)(C)c1ccc2c(c1)OC(C(=O)N/N=C\c1ccccn1)CO2 (centres undefined) | -7 | i | i | i | i | i | i | i | i | i | i
47 | N/C(=N\NC(=O)c1ccccc1)c1cc2ccccc2oc1=O | -11 | i | i | i | i | i | i | i | i | i | i
48 | CCN1C(=O)CCC(C(=O)O)C1c1ccc(OC)cc1 (centres undefined) | 1 | i | i | i | i | i | i | i | i | i | i
49 | CSc1ccccc1NC(=O)CSCc1ccc(Br)cc1 | 8 | i | i | i | i | i | i | i | i | i | i
50 | O=C(NCCNC(=O)c1ccccn1)c1ccccc1 | -3 | i | i | i | i | i | i | i | i | i | i

Continuation:
item | Structure | SKKanGAS inh | MrgX1 PAM | TRPC4 block | MrgX1 ag | TRPC4 potent | ANO1 activ | MrgX1 antagonist | ANO1 block | TRPC4 agonist | TRPC6 activator | TRPC6 inhibitor
51 | Cc1ccc(C(=O)C2CCN(CC(=O)Nc3nc(C)cs3)CC2)cc1 | 0 | i | i | i | i | i | i | i | i | i | i
52 | O=C(O)c1cc2cc(Oc3ccccc3)ccc2[nH]1 | 19 | i | i | i | i | i | i | i | i | i | i
53 | Cc1nc(/C(=N/O)C(N)=O)cs1 | -7 | i | i | i | i | i | i | i | i | i | i
54 | Clc1ccc(-c2ncc3ccccn23)cc1 | 7 | i | i | i | i | i | i | i | i | i | i
55 | CCN(CC)CC(C)OC(=O)c1cc(OC)c(OC)c(OC)c1 (centres undefined) | 2 | i | i | i | i | i | i | i | i | i | i
56 | Cc1c(C)n(C)c2ccc([N+](=O)[O-])cc12 | -5 | i | i | i | i | i | i | i | i | i | i
57 | S=c1[nH]c2ccccc2n2cccc12 | 0 | i | i | i | i | i | i | i | i | i | i
58 | Cc1ccc(NC(=O)CN(c2ccccc2)S(=O)(=O)N(C)C)cc1C | nt | i | i | i | i | i | i | i | i | i | i
59 | CC(C)(C)OC(=O)N1CCC(c2c(C(=O)N3CCN(C(=O)c4ccco4)CC3)cnn2-c2cccc(Cl)c2)CC1 | -9 | i | i | i | i | i | i | i | i | i | i
60 | C=CCn1c(SCC(=O)Nc2cc(NC(C)=O)ccc2OC)nnc1-c1ccccn1 | 8 | i | i | i | i | i | i | i | i | i | i
61 | CCC(NC(=S)NCc1ccc(F)cc1)c1ccc(C(C)C)cc1 (centres undefined) | 40 | i | i | i | i | i | i | i | i | i | i
62 | COC(=O)CNC(=O)/C=C/c1ccc(OC)cc1 | 0 | i | i | i | i | i | i | i | i | i | i
63 | O=C(Nc1cc(S(=O)(=O)N2CCOCC2)ccc1Cl)c1cc(=O)c2ccccc2o1 | 12 | i | i | i | i | i | i | i | i | i | i
64 | CCc1n[nH]c(=S)n1/N=C/c1c[nH]c2ccc(Br)cc12 | -19 | i | i | i | i | i | i | i | i | i | i
65 | CN(C(=O)COc1ccc(Cl)cc1Cl)C1(C)CCS(=O)(=O)C1 (centres undefined) | 0 | i | i | i | i | i | i | i | i | i | i
66 | COc1ccc(OC)c(Nc2nc(-c3sc(N)nc3C)cs2)c1 | 24 | i | i | i | i | i | i | i | i | i | i
67 | Cc1cc(C)n(/N=C/c2cccc(O)c2)c(=O)c1C(N)=O | 2 | i | i | i | i | i | i | i | i | i | i
68 | Cc1cccc(N(C(=O)Cn2nnc(-c3ccc(C)o3)n2)C(C(=O)NC2CCCC2)c2ccncc2)c1 (centres undefined) | -2 | i | i | i | i | i | i | i | i | i | i
69 | Cc1ccc(NC(=O)c2ccc(Cl)nc2)cc1 | -7 | i | i | i | i | i | i | i | i | i | i
